CHRM5 antagonist: CHRM5 antagonism in calcium assay. AID 624040. CHO-hM5 cells, Fluo-8 calcium fluorescence, ACh EC80. inhibition, % at 3 µM. 360,000 compounds, 0.59% hits;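 active means inhibition above a per-plate cutoff, the mean of that plate's test compounds plus 3 SD, cut at about 27% in these data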;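 further: 0% = acetylcholine EC80 with DMSO and 100% = DMSO without agonist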
Target sequence (P08912 whole entry, looked up): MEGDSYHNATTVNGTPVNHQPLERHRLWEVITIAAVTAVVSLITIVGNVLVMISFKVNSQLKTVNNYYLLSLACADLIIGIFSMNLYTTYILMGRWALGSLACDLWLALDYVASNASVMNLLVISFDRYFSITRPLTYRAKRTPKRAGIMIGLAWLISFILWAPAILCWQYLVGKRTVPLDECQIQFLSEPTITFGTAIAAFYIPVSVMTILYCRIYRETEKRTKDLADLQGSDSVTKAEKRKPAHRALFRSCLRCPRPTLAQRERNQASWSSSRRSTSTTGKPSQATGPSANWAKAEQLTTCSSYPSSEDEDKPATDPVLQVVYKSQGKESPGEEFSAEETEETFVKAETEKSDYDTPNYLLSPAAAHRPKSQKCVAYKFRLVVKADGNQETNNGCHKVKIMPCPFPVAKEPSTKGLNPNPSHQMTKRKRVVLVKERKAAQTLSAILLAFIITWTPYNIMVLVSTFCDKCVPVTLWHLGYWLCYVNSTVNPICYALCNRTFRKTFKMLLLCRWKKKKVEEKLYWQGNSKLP
CHO-K1 Ca antag: M1 antagonist counterscreen hit in parental CHO-K1 cells; 360,000 compounds, 0.6% hits; ATP-induced calcium, Fluo-8 fluorescence; inhibition, % at 3 µM;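 active means inhibition above a per-plate cutoff, the plate's mean sample inhibition plus 3 SD, cut at about 24% in these data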;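 further: 0% = DMSO plus EC80 ATP and 100% = DMSO alone without ATP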
CHRM5 PAM: positive allosteric modulators of human muscarinic M5 receptor; P08912; CHO-K1 hM5, Fluo-8 calcium, ACh EC20 PAM; 0% = ACh EC20, 100% = ACh EC100; activation, % at 3 µM; 360,000 compounds, 0.3% hits; AID 624038;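 active means activation above the run cutoff, the mean activation of all test compounds plus 3 SD, cut at about 18% in these data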
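Measured by: Fluo-8 calcium fluorescence; material: human M5 receptor in CHO-K1 cells; schedule: Post-acetylcholine fluorescence recording 140 s; benchmarks: low control EC20 acetylcholine (0%), high control EC100 acetylcholine (100%); read-out: Max/basal fluorescence ratio as % of EC20–EC100 ACh window; compound: single dose, 3 µM nominal final test concentration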
CHRM4 PAM: positive allosteric modulators of human muscarinic M4 receptor. CHO-K1 hM4/Gqi5, Fluo-8 calcium fluorescence, ACh EC20; 0% = ACh EC20, 100% = maximal ACh. activation, % at 3 µM. 360,000 compounds, 0.4% hits. AID 624126;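 active means activation above its plate's cutoff, the mean activation of sample wells plus 3 SD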; further: some results filed as inactive read as strong as hits
Target sequence (P08173 whole entry, looked up): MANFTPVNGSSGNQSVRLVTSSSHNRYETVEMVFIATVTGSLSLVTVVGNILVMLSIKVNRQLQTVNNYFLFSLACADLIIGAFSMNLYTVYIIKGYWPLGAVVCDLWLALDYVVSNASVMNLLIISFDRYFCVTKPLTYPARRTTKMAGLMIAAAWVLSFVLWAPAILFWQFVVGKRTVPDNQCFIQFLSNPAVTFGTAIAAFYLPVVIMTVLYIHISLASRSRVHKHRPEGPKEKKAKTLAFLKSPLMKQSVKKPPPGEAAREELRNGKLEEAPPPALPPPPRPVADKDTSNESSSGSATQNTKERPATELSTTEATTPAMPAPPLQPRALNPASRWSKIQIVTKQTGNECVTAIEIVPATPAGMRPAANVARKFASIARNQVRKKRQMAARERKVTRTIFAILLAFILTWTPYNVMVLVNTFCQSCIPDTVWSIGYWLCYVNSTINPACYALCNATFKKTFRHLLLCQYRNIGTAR
M1 PAM parental: nonselective activator or artifact in parental CHO-K1 calcium assay; activation, % at 3 µM; ATP EC20, Fluo-8 calcium fluorescence; 0% at ATP EC20, 100% at ATP max; AID 602247; 360,000 compounds, 0.02% hits;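 active means activation above the run cutoff, the mean activation of all test compounds plus 3 SD, cut at about 40% in these data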;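 further: peak over basal fluorescence ratio in a 140 s read after ATP addition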
CHRM5 agonist: CHRM5 agonism in calcium assay. P08912. CHO-K1 hM5 cells, Fluo-8 calcium fluorescence; 0% DMSO wells, 100% maximal acetylcholine response. activation, % at 3 µM. 360,000 compounds, 0.19% hits. AID 624037;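 active means activation above the run's mean over test compounds plus 3 SD, cut at about 23% in these data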;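 further: signal is peak over basal fluorescence ratio across the kinetic read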
CHRM4 antagonist: blocks acetylcholine activation of human M4 receptor; inhibition, % at 3 µM; P08173; CHO-hM4 cells, ACh EC80, Fluo-8 calcium fluorescence; AID 624125; 360,000 compounds, 0.73% hits;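 active means inhibition above its plate's cutoff, the mean inhibition of sample wells plus 3 SD, cut at about 27% in these data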;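 further: 0% = acetylcholine EC80 with DMSO and 100% = DMSO without agonist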
M1 ag parental: M1 agonist counterscreen hit in parental CHO-K1 cells | Fluo-8 calcium fluorescence; scaled to maximal ATP response, vehicle zero | activation, % at 3 µM | 360,000 compounds, 0.48% hits | AID 602248; in the data active means activation above about 15%;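 further: untransfected CHO-K1 host cells lacking M1 receptor as counterscreen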
CHRM4 agonist: CHRM4 agonism in calcium assay | CHO-K1 hM4/Gqi5, Fluo-8 calcium fluorescence; vehicle 0%, full acetylcholine response 100% | activation, % at 3 µM | P08173 | 360,000 compounds, 0.14% hits;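 active means activation above the run mean over all test wells plus 3 SD, cut at about 32% in these data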;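 further: peak over basal fluorescence ratio per well then scaled between controls; 0% = DMSO wells and 100% = acetylcholine at EC100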
* = called active by the depositor; & = joins results of further samples.

[1] O=C(O)CCCCCCCC(=O)O
[2] CCC12CCCN3CCc4c(n(c5ccccc45)C(O)(C(=O)OC)C1)C32 (stereo not drawn)
[3] CCOC(=O)Nc1ccc2c(c1)N(C(=O)CCN1CCOCC1)c1ccccc1S2
[4] Nc1ncnc(Nc2ccccc2)n1
[5] COc1c(O)cc2c(c1O)[C@@H]1O[C@H](CO)[C@@H](O)[C@H](O)[C@H]1OC2=O
[6] Oc1cc2c(cc1O)C1c3ccc(O)c(O)c3OCC1(O)C2 (stereo not drawn)
[7] CCOc1ccc(NC(=S)N2CCC(C(O)(c3ccccc3)c3ccccc3)CC2)cc1
[8] Cc1ccsc1/C=C/C1=NCCCN1C
screen / no. | 1 | 2 | 3 | 4 | 5 | 6 | 7 | 8
CHRM4 agonist | 1.4 | 0.6 | 3.4&1.9 | -0.2 | 0.8 | 0.1 | 0.0 | 0.3&0.0&0.9
CHRM4 PAM | 3.1 | 5.8 | -0.3&-1.1 | 1.1 | 5.0 | 3.2 | 2.8 | -14.8&-11.4&-5.1
M1 PAM parental | 16.2 | 5.7 | 9.6&4.8 | 16.2 | -7.3 | 16.5 | 24.0 | -10.5&13.6&11.2
CHRM5 PAM | -5.2 | -1.3 | -16.8&-12.8 | 1.4 | -1.4 | -0.6 | -1.3 | -6.5&-6.0&-7.9
CHRM4 antagonist | 6.2 | 0.7 | -16.8&-9.0 | -8.1 | -9.8 | -1.1 | 1.5 | 17.1&5.8&-3.5
M1 ag parental | 0.4 | 3.0 | 0.1&6.6 | -0.1 | 0.7 | 0.3 | -0.2 | -0.1&0.3&-0.2
CHRM5 antagonist | 4.4 | 4.4 | 8.5&-0.6 | 2.8 | -1.1 | 6.9 | -2.1 | 1.6&0.8&3.8
CHRM5 agonist | -0.2 | -0.8 | -8.0&-1.3 | 1.5 | -1.6 | -0.2 | -8.7 | -1.8&-1.2&-1.6
CHO-K1 Ca antag | -1.3 | 16.1 | 7.4&16.3 | -4.0 | -6.2 | 0.0 | -8.8 | 7.8&-12.2&4.5

The last 2 entries of the section before are carried over, then new ones follow.
[7] CCOc1ccc(NC(=S)N2CCC(C(O)(c3ccccc3)c3ccccc3)CC2)cc1
[8] Cc1ccsc1/C=C/C1=NCCCN1C
[9] CN(C)CCOC(=O)C(c1ccccc1)C1(O)CCCC1 (stereo not drawn)
[10] COc1cc(NC(=O)c2cc(C3CC3)on2)c(OC)cc1Cl
[11] O=C1c2c(O)cccc2C(C2OC(CO)[C@@H](O)[C@H](O)[C@H]2O)c2cc(CO)cc(O)c21 (stereo partly drawn)
[12] COc1cc2c(c(OC)c1OC)-c1c(cc(OC)c(OC)c1OC)C[C@H](C)[C@H](C)C2
[13] O=C1c2ccccc2C(=O)c2c(O)c(O)cc(O)c21
[14] COc1cc(C(=O)NCCCCCC(=O)O)cc(OC)c1OC
[15] CC(=O)OCC(=O)C1(O)CCC2C3CCC4=CC(=O)C=CC4(C)C3(F)C(O)CC21C (stereo not drawn)
[16] CN1CCN(c2c(F)cc3c(=O)c(C(=O)O)cn4c3c2SCC4)CC1
screen / no. | 7 | 8 | 9 | 10 | 11 | 12 | 13 | 14 | 15 | 16
CHRM4 agonist | 0.0 | 0.3&0.0&0.9 | 0.8 | -0.3 | -1.0 | -2.4 | -1.3 | 0.1 | 2.0 | 0.0
CHRM4 PAM | 2.8 | -14.8&-11.4&-5.1 | -18.0 | -5.4 | -6.3 | 6.0 | -1.6 | -6.8 | 7.0 | -0.6
M1 PAM parental | 24.0 | -10.5&13.6&11.2 | 16.2 | -5.1 | 8.1 | 14.9 | 22.2 | 12.2 | 25.0 | 14.5
CHRM5 PAM | -1.3 | -6.5&-6.0&-7.9 | -18.5 | 2.6 | 9.6 | 5.8 | 4.0 | -1.6 | 7.2 | -0.2
CHRM4 antagonist | 1.5 | 17.1&5.8&-3.5 | 98.0* | -8.3 | -1.7 | -5.3 | 1.1 | 0.7 | -8.1 | -0.2
M1 ag parental | -0.2 | -0.1&0.3&-0.2 | 0.9 | 0.1 | 0.5 | -1.1 | 0.1 | 0.4 | 2.1 | 0.2
CHRM5 antagonist | -2.1 | 1.6&0.8&3.8 | 98.1* | -3.2 | -1.5 | 4.8 | 0.0 | -3.8 | 5.0 | 2.9
CHRM5 agonist | -8.7 | -1.8&-1.2&-1.6 | -1.5 | 0.0 | 3.8 | -2.1 | 1.0 | 0.2 | 1.1 | 1.2
CHO-K1 Ca antag | -8.8 | 7.8&-12.2&4.5 | -6.9 | 17.2 | -11.6 | -25.3 | -16.3 | -9.2 | -18.6 | -11.2

[17] O=c1c(O[C@@H]2O[C@H](CO)C(O)C2O)c(-c2ccc(O)c(O)c2)oc2cc(O)cc(O)c12 (stereo partly drawn)
[18] COc1ccc(S(=O)(=O)Nc2nnc(CC(C)C)s2)cc1
[19] CCN(CC)CCOC(=O)C(c1ccccc1)c1ccccc1
[20] C[C@]12CC[C@H]3C(=CCc4cc(O)ccc43)[C@@H]1CCC2=O
[21] CN=C(N)NC(=O)Nc1c(C)cccc1C
[22] Nc1cc(=O)[nH]c(N)n1
[23] CC[C@]12CCCN3CCc4c(n(c5ccccc45)[C@@](O)(C(=O)OC)C1)[C@@H]32
[24] CCOC(=O)Nc1ccc(NCc2ccc(F)cc2)nc1N
screen / no. | 17 | 18 | 19 | 20 | 21 | 22 | 23 | 24
CHRM4 agonist | -0.6 | 2.1 | 1.7 | 22.3 | 0.7 | 0.8 | 0.5 | 4.2
CHRM4 PAM | 6.6 | 6.3 | -17.4 | -15.2 | -5.8 | 3.9 | 2.7 | -7.9
M1 PAM parental | -15.8 | 18.4 | 21.9 | 0.7 | -20.1 | 4.6 | 13.8 | 13.5
CHRM5 PAM | -7.9 | 6.2 | -18.1 | -16.6 | -0.8 | 2.5 | -1.1 | -1.9
CHRM4 antagonist | -6.3 | -0.9 | 53.8* | 10.6 | 1.4 | -11.1 | -11.9 | -1.9
M1 ag parental | -0.3 | 2.6 | 0.7 | 7.9 | 0.3 | 0.0 | -0.5 | 6.6
CHRM5 antagonist | 11.1 | -7.6 | 97.7* | 18.7 | 5.3 | -4.2 | 0.1 | -0.6
CHRM5 agonist | 3.2 | 1.8 | -1.4 | 8.9 | -0.2 | -0.2 | -2.4 | 3.9
CHO-K1 Ca antag | 1.1 | -10.2 | -5.3 | 10.3 | 6.1 | -4.6 | 0.9 | 1.4

[25] COc1ccccc1OC(=O)Oc1ccccc1OC
[26] CCCc1cc(C(N)=S)ccn1
[27] CN1CCN(CCCN2c3ccccc3Sc3ccc(S(=O)(=O)N(C)C)cc32)CC1
[28] C[C@H]1c2cccc(O)c2C(O)=C2C(=O)[C@]3(O)C(O)=C(C(N)=O)C(=O)[C@@H](N(C)C)[C@@H]3[C@@H](O)[C@@H]21
[29] CCN(CC)S(=O)(=O)c1ccc(C(=O)O)cc1
[30] CC1CCc2c(N3CCC(O)CC3)c(F)cc3c(=O)c(C(=O)O)cn1c23 (stereo not drawn)
[31] C[C@H]1c2cccc(O)c2C(O)=C2C(=O)C3(O)C(O)=C(C(N)=O)C(=O)[C@@H](N(C)C)[C@@H]3[C@@H](O)[C@@H]21 (stereo partly drawn)
[32] CC(=O)N(CC(O)CO)c1c(I)c(C(=O)NCC(O)CO)c(I)c(C(=O)NCC(O)CO)c1I (stereo not drawn)
screen / no. | 25 | 26 | 27 | 28 | 29 | 30 | 31 | 32
CHRM4 agonist | 4.4 | 0.1 | 10.4 | 0.3 | 1.0 | -0.3 | 1.3 | 0.3
CHRM4 PAM | -1.2 | -5.1 | -14.1 | -2.9 | -1.9 | -9.3 | -3.5 | -4.1
M1 PAM parental | 13.1 | -9.4 | 6.6 | -11.2 | 13.2 | 7.0 | 29.5 | 6.1
CHRM5 PAM | -10.4 | -9.6 | -12.8 | -15.3 | -5.2 | -1.1 | -0.4 | -5.9
CHRM4 antagonist | -3.5 | -27.0 | 3.4 | 7.9 | 3.2 | 3.5 | 0.3 | 3.7
M1 ag parental | 1.0 | -0.1 | 2.3 | 0.0 | -0.2 | 0.0 | -0.6 | 0.5
CHRM5 antagonist | 11.0 | 8.9 | 0.6 | 6.9 | 15.5 | -0.6 | -5.2 | 3.7
CHRM5 agonist | 0.3 | 1.2 | 1.4 | 27.4* | -3.9 | -0.9 | 0.9 | 0.5
CHO-K1 Ca antag | -12.2 | 8.5 | -10.9 | 12.8 | 1.1 | -6.4 | -11.0 | 2.8

[33] CCC(Cc1c(I)cc(I)c(N)c1I)C(=O)O (stereo not drawn)
[34] OCC(O)CN1CCN(c2ccccc2)CC1 (stereo not drawn)
[35] C/C=C(/C)C(=O)O[C@@H]1c2cc3c(c4c2[C@@]2(CO4)C(=O)C(OC)=C(OC)C=C2C[C@@H](C)[C@H]1C)OCO3
[36] COc1ccc(Sc2ccc(NC(=O)c3ccccc3Cl)cc2C#N)cc1
[37] CC1(C)Oc2ccc(C#N)cc2[C@@H](N2CCCC2=O)[C@@H]1O
screen / no. | 33 | 34 | 35 | 36 | 37
CHRM4 agonist | 1.5 | -0.6 | 9.7 | 3.9 | 12.5
CHRM4 PAM | 4.0 | -4.2 | -1.9 | 7.7 | -12.9
M1 PAM parental | -0.9 | 17.8 | -2.7 | 8.4 | 6.3
CHRM5 PAM | -9.2 | -4.8 | -0.2 | -11.5 | -10.4
CHRM4 antagonist | -17.4 | 1.1 | 4.1 | -2.8 | 0.3
M1 ag parental | -0.1 | 0.3 | -0.3 | 1.4 | 2.7
CHRM5 antagonist | -0.8 | 1.8 | 13.4 | 8.4 | 0.8
CHRM5 agonist | 7.3 | -0.1 | 2.8 | -1.9 | 2.9
CHO-K1 Ca antag | -2.1 | -5.8 | -0.1 | -8.7 | -2.3

In the list so far, these have four or more nitrogen atoms.
[4] Nc1ncnc(Nc2ccccc2)n1
[21] CN=C(N)NC(=O)Nc1c(C)cccc1C
[22] Nc1cc(=O)[nH]c(N)n1
[24] CCOC(=O)Nc1ccc(NCc2ccc(F)cc2)nc1N
[27] CN1CCN(CCCN2c3ccccc3Sc3ccc(S(=O)(=O)N(C)C)cc32)CC1
screen / no. | 4 | 21 | 22 | 24 | 27
CHRM4 agonist | -0.2 | 0.7 | 0.8 | 4.2 | 10.4
CHRM4 PAM | 1.1 | -5.8 | 3.9 | -7.9 | -14.1
M1 PAM parental | 16.2 | -20.1 | 4.6 | 13.5 | 6.6
CHRM5 PAM | 1.4 | -0.8 | 2.5 | -1.9 | -12.8
CHRM4 antagonist | -8.1 | 1.4 | -11.1 | -1.9 | 3.4
M1 ag parental | -0.1 | 0.3 | 0.0 | 6.6 | 2.3
CHRM5 antagonist | 2.8 | 5.3 | -4.2 | -0.6 | 0.6
CHRM5 agonist | 1.5 | -0.2 | -0.2 | 3.9 | 1.4
CHO-K1 Ca antag | -4.0 | 6.1 | -4.6 | 1.4 | -10.9

Screening results (PubChem)

Only part of the results is shown, so the mix of outcomes need not match the whole.
